Pol iota inh = blocks human DNA polymerase iota activity. 390,000 compounds, 1% hits. Pol iota fluorescent replication assay, 10 min. AID 588590. Potency, µM (series often up to 115 µM), without a hit: top-dose activity, negative = inhibition, most hits filed as inhibitors; further: potency means the concentration at half of the fitted maximal effect
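Pol iota at 10 nM preincubated 15 min with compounds at room temperature; reaction started with fluorescent substrate, 50 nM final. Fluorescence read kinetically at 0 and 10 min; buffer-only wells as negative control.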
Anesthetic bind = binds horse apoferritin like a general anesthetic | P02791 | Potency, µM (doses to about 77.5 µM), for inactives: at the top dose activity change, negative = displacement, actives largely listed as inhibitors | apoferritin/1-aminoanthracene competitive binding, fluorescence | 350,000 compounds, 0.074% hits | AID 485281; further: potency means the concentration at half of the fitted maximal effect; on the % scale 0 is the no-effect control and ±100 the full control effect; nearly all actives have a fitted effect of over 20% in size
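Horse-spleen apoferritin (10 uM) was mixed with 50% saturated 1-aminoanthracene in PBS, exposed to compounds for 10 min at room temperature, and read for fluorescence (ex 380 nm, em 535 nm). Competitive displacement was fitted with a four-parameter Hill equation.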
BLM inh = inhibitors of human Bloom syndrome helicase BLM; recombinant BLM DNA unwinding, fluorescence dequenching; Potency, µM (doses to about 56.1 µM), without a hit: top-dose activity change, negative = inhibition, actives largely listed as inhibitors; 350,000 compounds, 0.2% hits;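 further: potency means the concentration at half of the fitted maximal effect; plate controls were vehicle for no effect and no enzyme for full effect; nearly all actives have a fitted effect of over 35% in size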
12-LOX inh = blocks human arachidonate 12S-lipoxygenase; P18054; purified 12hLO, xylenol orange hydroperoxide absorbance; Potency, µM (top dose mostly 108 µM), without a hit: top-dose activity change, negative = inhibition, actives largely listed as inhibitors; 580,000 compounds, 1.1% hits; AID 1671190; further: potency means the concentration at half of the fitted maximal effect; on the % scale 0 is the no-effect control and ±100 the full control effect
Target sequence (P18054 whole entry, looked up): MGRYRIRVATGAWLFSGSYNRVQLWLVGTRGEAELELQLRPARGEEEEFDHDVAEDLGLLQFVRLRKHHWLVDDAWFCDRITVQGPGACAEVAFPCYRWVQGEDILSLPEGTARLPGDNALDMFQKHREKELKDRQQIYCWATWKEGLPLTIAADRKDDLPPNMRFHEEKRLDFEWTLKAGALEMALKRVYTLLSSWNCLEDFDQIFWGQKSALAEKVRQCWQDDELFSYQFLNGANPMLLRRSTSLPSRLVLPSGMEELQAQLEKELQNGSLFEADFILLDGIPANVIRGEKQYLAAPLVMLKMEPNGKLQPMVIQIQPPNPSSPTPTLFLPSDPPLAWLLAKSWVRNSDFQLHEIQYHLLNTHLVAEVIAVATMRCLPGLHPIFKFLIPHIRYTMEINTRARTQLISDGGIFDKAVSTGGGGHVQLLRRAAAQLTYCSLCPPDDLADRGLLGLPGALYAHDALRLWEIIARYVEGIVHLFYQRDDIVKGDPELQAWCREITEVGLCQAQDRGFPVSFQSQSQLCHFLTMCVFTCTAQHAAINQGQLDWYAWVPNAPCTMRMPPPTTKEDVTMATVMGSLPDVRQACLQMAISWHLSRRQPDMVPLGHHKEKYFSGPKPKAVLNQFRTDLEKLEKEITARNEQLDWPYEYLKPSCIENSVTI
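Purified human 12hLO at 150 nM in 25 mM Hepes, 0.01% Triton X-100, pH 7.0, preincubated 15 min at room temperature with compound. Reaction started with 40 uM arachidonic acid, 30 min at room temperature. Hydroperoxide measured by Fe-xylenol orange, 573/405 nm absorbance ratio.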
APE1 inh = blocks human APE1 abasic DNA cleavage. P27695. recombinant APE1, TAMRA/BHQ-2 abasic DNA cleavage fluorescence. Potency, µM (top dose mostly 65.8 µM), inactives show at the highest dose activity change, negative = inhibition, usual class: inhibitors. 350,000 compounds, 0.35% hits;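 further: potency means the concentration at half of the fitted maximal effect; plate controls were vehicle for no effect and reference inhibitor for full effect; nearly all actives have a fitted effect of over 55% in size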
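Substrate: short duplex with […] THF abasic site, 5'-TAMRA and 3'-BHQ-2, 50 nM final. APE1 at 0.75 nM, preincubated 15 min RT with compound. Fluorescence increase from first to third read measured activity.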
POLB inh = DNA polymerase beta (human) inhibition. P06746. Pol beta primer extension/strand displacement, fluorescence kinetic. Potency, µM (series often up to 114 µM), for the others: top-dose activity change, negative = inhibition, actives largely listed as inhibitors. 340,000 compounds, 1.3% hits. AID 485314; further: potency means the concentration at half of the fitted maximal effect; on the % scale 0 is the no-effect control and ±100 the full control effect
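Pol beta (10 nM) and compounds were preincubated 15 min at room temperature, then 50 nM substrate (final) started primer extension/strand displacement. Reads were taken at 0 and 10 min; concentration-response data were fitted to a four-parameter Hill equation.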
ERG Ets-DNA blk = blocks human ERG Ets domain binding to DNA. P11308. fluorescence polarization, His-ERG Ets domain / labelled DNA. Potency, µM (highest dose often 76.9 µM), for the others: top-dose FP activity, negative = inhibition, usual class: inhibitors. 370,000 compounds, 0.028% hits; active means well fitted inhibition curve with a large enough effect in the polarisation, with a control signal flat; inconclusive means small, poorly fitted or top-dose-only effect, or effect the other way, or a change in a side signal; inactive means no such curve, though single readings can be large or run the other way; the % refers to the polarisation;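 further: polarization taken with two DNA probes labelled with fluorescein and Texas red; potency means the concentration at half of the fitted maximal effect; % of control where 0% means no effect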
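His-tagged ERG Ets domain (1 uM in the protein solution; 300mM KCl, 50mM Tris-HCl, 1mM EDTA, 1mM DTT, pH 7.5) received compound, then a probe mix of 5 nM fluorescein-DNA and 100nM Texas-615-DNA. Fluorescence polarization was read for both dyes.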
POLK inh = blocks human DNA polymerase kappa activity; Q9UBT6; purified Pol kappa, fluorescent DNA synthesis assay, 10 min; Potency, µM (top dose mostly 107 µM), inactives show top-dose activity, negative = inhibition, most hits filed as inhibitors; 400,000 compounds, 0.53% hits; AID 588579; further: potency means the concentration at half of the fitted maximal effect; on the % scale 0 is the no-effect control and ±100 the full control effect
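Activity was followed as the change in fluorescence between reads at 0 and 10 min after starting the reaction with 50 nM substrate. Beforehand, 10 nM polymerase had been preincubated with compound for 15 min at room temperature.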
TRHR agonist = agonists of human TRH receptor. 360,000 compounds, 0.18% hits. activation, % at 2 µM. AID 493084. P34981. TRHR cells, calcium flux fluo-8, FDSS agonist mode; in the data active means activation above about 30%; further: 0% is about no effect
Target sequence (P34981 whole entry, looked up): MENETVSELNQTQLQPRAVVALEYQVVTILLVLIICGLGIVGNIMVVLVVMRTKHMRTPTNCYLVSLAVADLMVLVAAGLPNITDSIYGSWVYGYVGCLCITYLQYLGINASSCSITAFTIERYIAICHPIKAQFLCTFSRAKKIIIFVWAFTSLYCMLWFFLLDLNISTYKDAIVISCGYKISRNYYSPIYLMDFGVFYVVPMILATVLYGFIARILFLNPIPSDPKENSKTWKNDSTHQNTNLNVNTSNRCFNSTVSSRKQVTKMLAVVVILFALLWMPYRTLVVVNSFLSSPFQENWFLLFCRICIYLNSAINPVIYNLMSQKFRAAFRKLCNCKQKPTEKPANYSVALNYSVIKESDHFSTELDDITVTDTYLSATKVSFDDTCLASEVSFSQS
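Agonist-mode FDSS calcium read (Ex 480/Em 530, 1 s cycles) in 1536-well TRHR cells with fluo-8 dye, after 10-cycle baseline and 23 nL compound addition; TRH at EC20 (10 nM final) added afterwards for the enhancer phase.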
* marks the source's active call; other numbers are inactive results; ? = inconclusive; / = no result given; [ ] = another dose, or the depositor's remark. Unless noted, the call rests on the fitted dose curve; in most records, active means well fitted curve in the direction sought with a large enough effect; inconclusive means small, poorly fitted or top-dose-only effect, or another doubt; inactive means no such curve, though single readings can be large; an effect the other way counts as inactive or inconclusive.

Pol iota inh | Anesthetic bind | BLM inh | 12-LOX inh | APE1 inh | POLB inh | ERG Ets-DNA blk | POLK inh | TRHR agonist | structure
11% | -22% | -10% | 0% | 1% | 35% | -2% | 5% | -0.1 | CC(C)c1ccc(O)c(NC(=O)c2ncn[nH]2)c1
11% | -22% | 0% | -21% | -11% | -21% | -1% | -12% | -0.4 | CN(C(=O)COC(=O)c1cc([N+](=O)[O-])ccc1N1CCCC1)C1CCS(=O)(=O)C1 (centres undefined)
18% | -2% | -7% | 4% | / | 53% | -4% | -6% | 0.3 | COc1ccccc1CN(Cc1ccco1)c1cnc(S(C)(=O)=O)nc1C(=O)Nc1ccccc1Cl
16% | 2% | 1% | -26% | 5% | 1% | -13% | -13% | 0.8 | NC(=O)c1ccccc1NS(=O)(=O)c1ccccc1
17% | -6% | 0% | 0% | 4% | -16% | -13% | 9% | 0.5 | COC(=O)CNC(=O)c1ccccc1C
-1% | 7% | -8% | ? | / | 4% | -1% | -7% | 0.5 | O=C(Cn1ncc2c(=O)oc3ccccc3c21)NCc1ccc(Cl)cc1
17% | -1% | -3% | -27% | 3% | 2% | -15% | -3% | -0.4 | CCCCN(CCCC)C(=O)c1cc2ccccc2c(=O)o1
-1% | -13% | -4% | -4% | / | 24% | 10% | 7% | 0.3 | CN(C(=O)CSc1cn(CC(=O)N2CCCC2)c2ccccc12)c1ccccc1
-4% | -1% | 0% | ? | 37% | -2% | 5% | 5% | 0.5 | O=C(CN1C(=O)C2CCCCC2C1=O)Nc1ccccc1C(=O)O (centres undefined)
26% | -5% | -5% | -29% | 0% | 12% | 0% | -4% | 1.5 | CCNC(=S)Nc1ccc(Cl)c(C(F)(F)F)c1
0% | -4% | -4% | -18% | / | -2% | -3% | 8% | 0.7 | CC(C)OC(=O)c1c(NC(=O)C2c3ccccc3Oc3ccccc32)sc2c1CCCC2
15% | -5% | 3% | -3% | 24% | 6% | 2% | -6% | -0.4 | Cc1ccc(N(CC(=O)NC2CCCCC2)S(=O)(=O)c2cccs2)cc1
-5% | / | / | -25% | -18% | / | -3% | -17% | -0.8 | COc1cc(C(=O)OCCc2cc3ccccc3c(=O)o2)cc(OC)c1OC
14% | -7% | -8% | -10% | 0% | 31% | -6% | -4% | -0.1 | CCN(CC)S(=O)(=O)c1ccc(C)c(NC(=O)CSc2ncc(C(F)(F)F)cc2Cl)c1
68%[activator] | -6% | -19% | 0% | 3% | -5% | -6% | -7% | 0.3 | Cc1nc(N2CCCCC2C)c2c(C)c(C(=O)Nc3cccc(C(F)(F)F)c3)sc2n1 (centres undefined)
-14% | -14% | -5% | ? | -3% | 5% | -4% | -1% | -0.9 | CCOC(=O)c1nnn(-c2nonc2N)c1CSc1ccccn1
/ | / | -6% | 0% | 3% | / | / | -16%[60.1 µM] | / | COCCn1c(=O)c(-c2cc(F)cc(F)c2)nc2cnc(Oc3cccc(Cl)c3)nc21
? | -19% | -8% | 14% | -1% | -18% | 11% | 6% | -1.1 | CCOc1ccccc1NC(=O)/C=C/c1ccccc1[N+](=O)[O-]
-21% | / | / | -2% | 20% | / | -7% | 3% | / | COCC(C)n1c(SCC(=O)Nc2c(C)n(C)n(-c3ccccc3)c2=O)nc2ccccc2c1=O (centres undefined)
15% | / | / | 35%[activator] | -6% | / | 2% | 10% | -0.2 | Cc1ccc(S(=O)(=O)NCCC(=O)OCC(=O)Nc2cccc(Cl)c2)cc1

Reformatted: six of the compounds above
| canonical_smiles | Pol iota inh | Anesthetic bind | BLM inh | 12-LOX inh | APE1 inh | POLB inh | ERG Ets-DNA blk | POLK inh | TRHR agonist |
| --- | --- | --- | --- | --- | --- | --- | --- | --- | --- |
| COc1cc(C(=O)OCCc2cc3ccccc3c(=O)o2)cc(OC)c1OC | -5% | / | / | -25% | -18% | / | -3% | -17% | -0.8 |
| CCN(CC)S(=O)(=O)c1ccc(C)c(NC(=O)CSc2ncc(C(F)(F)F)cc2Cl)c1 | 14% | -7% | -8% | -10% | 0% | 31% | -6% | -4% | -0.1 |
| Cc1nc(N2CCCCC2C)c2c(C)c(C(=O)Nc3cccc(C(F)(F)F)c3)sc2n1 (centres undefined) | 68%[activator] | -6% | -19% | 0% | 3% | -5% | -6% | -7% | 0.3 |
| CCOC(=O)c1nnn(-c2nonc2N)c1CSc1ccccn1 | -14% | -14% | -5% | ? | -3% | 5% | -4% | -1% | -0.9 |
| COCCn1c(=O)c(-c2cc(F)cc(F)c2)nc2cnc(Oc3cccc(Cl)c3)nc21 | / | / | -6% | 0% | 3% | / | / | -16%[60.1 µM] | / |
| CCOc1ccccc1NC(=O)/C=C/c1ccccc1[N+](=O)[O-] | ? | -19% | -8% | 14% | -1% | -18% | 11% | 6% | -1.1 |

Next part.
Pol iota inh | Anesthetic bind | BLM inh | 12-LOX inh | APE1 inh | POLB inh | ERG Ets-DNA blk | POLK inh | TRHR agonist | structure
146%[activator] | -23% | -1% | ? | 7% | ? | 2% | -1% | 0.8 | Brc1ccccc1OCCN1CCOCC1
? | -18% | 0% | 6% | 36% | ? | 10% | 4% | 0.5 | Cc1ccc(Cl)cc1NS(=O)(=O)c1ccc2c(c1)NC(=O)C(C)C(=O)N2 (centres undefined)
7% | 3% | -5% | ? | -6% | -23% | -3% | 0% | -0.7 | CCn1c2ccccc2c2cc(CN3CCN(S(C)(=O)=O)CC3)ccc21
/ | -11% | -15% | / | -12% | -53% | / | / | -0.1 | COc1cc(/C=C2/C(=N)N3C(=NC2=O)SN=C3S(C)(=O)=O)ccc1OS(=O)(=O)c1ccccc1
-14% | -2% | -2% | -1% | -1% | 7% | -6% | -3% | -0.1 | CCOC(=O)Cc1[nH]nc2c1C(c1ccsc1)C(C#N)=C(N)O2 (centres undefined)
116%[activator] | -21% | -4% | 7% | -6% | -3% | -10% | -12% | 0.3 | COc1ccc(CCNc2nc(-c3ccc(NC(C)=O)cc3)cs2)cc1OC
36%[activator] | -4% | -2% | 128%[activator] | -2% | 15% | 19% | -18% | -3.1 | CCCCn1c(-c2ccco2)nc2oc3ccccc3c(=O)c2c1=O
? | -6% | -2% | ? | 37% | -13% | 12% | -8% | 0.5 | COc1ccc(C(=O)N/C(=C/c2ccco2)C(=O)N2CCCCCC2)cc1
7% | / | / | -9% | 11% | / | -7% | 5% | -0.5 | Cc1cccc(NC(=O)COC(=O)CCc2c[nH]c3ccccc23)c1
/ | -9% | 0% | / | 0% | 1% | / | / | 1.0 | COC(=O)Sc1nnc(-c2ccc(Br)cc2)o1
33%[activator] | -10% | 0% | -21% | -1% | 2% | -15% | -17% | 0.8 | CN(C)C(CNC(=O)CCCOc1ccccc1)c1ccco1 (centres undefined)
43%[activator] | -11% | 2% | -5% | 0% | 25%[57.1 µM] | / | -7% | 0.0 | CC(C)C(NC(=O)Cc1ccccc1[N+](=O)[O-])C(C)C
14% | -10% | -1% | 0% | / | 1% | 5% | -6%[60.1 µM] | -0.5 | COc1ccc(CC(=O)NCc2nc3cccnc3n2Cc2ccccc2)cc1
15% | 3% | -11% | 0% | 30% | 2% | -2% | -10% | 0.2 | Cc1c(C)n(C)c2ccc(C(=O)NCCCN3CCOCC3)cc12
140%[activator] | -5% | -2% | -13% | 1% | -1% | -14% | 0% | 1.0 | CCOC(=O)N1CCN(C(=S)NC(=O)c2ccc(F)c(F)c2)CC1
-11% | -4% | 2% | -17% | / | 0% | 0% | -1% | -1.5 | CCc1cccc(N2C(=O)CS(=O)(=O)C23C(=O)N(Cc2ccc(F)cc2)c2ccc(C)cc23)c1 (centres undefined)
6% | / | / | ? | 12% | / | -9% | -12% | 0.0 | CN(C)c1cccc(C(=O)OCCCC(=O)c2ccc(F)cc2)c1
-4% | -17% | -13% | -12% | 9% | -24% | 2% | -24% | 1.8 | C/C(N)=C(/C#N)C(=O)COC(=O)c1ccccc1Cc1ccccc1
? | 3% | -5% | -12% | -11% | -27% | 2% | -9% | 0.0 | Cc1ccc(S(=O)(=O)N2CCCCC2)cc1NC(=O)CSc1ccc2c(c1)OCCO2
20% | 4% | 3% | 0% | / | -10% | 1% | -16%[60.1 µM] | -0.2 | O=C(Nc1ccc(S(=O)(=O)Nc2ncccn2)cc1)c1cccc(Cl)c1
-23% | 9% | -10% | -9% | / | 0% | -1% | -7% | 0.8 | CS(=O)(=O)N(Cc1ccccc1)c1ccc(C(=O)Nc2cccc(Cl)c2)cc1
-1% | -12% | -4% | 2% | 6% | -2% | 16% | 6% | -0.4 | O=C(COc1ccc2c(c1)OCO2)Nc1ccccc1F

Full records, looked up by structure.
CCCCn1c(-c2ccco2)nc2oc3ccccc3c(=O)c2c1=O is listed as Pol iota inh: 36%[activator]; Anesthetic bind: -4%; BLM inh: -2%; 12-LOX inh: 128%[activator]; APE1 inh: -2%; POLB inh: 15%; ERG Ets-DNA blk: 19%; POLK inh: -18%; TRHR agonist: -3.1
CCn1c2ccccc2c2cc(CN3CCN(S(C)(=O)=O)CC3)ccc21 is listed as Pol iota inh: 7%; Anesthetic bind: 3%; BLM inh: -5%; 12-LOX inh: ?; APE1 inh: -6%; POLB inh: -23%; ERG Ets-DNA blk: -3%; POLK inh: 0%; TRHR agonist: -0.7
Cc1ccc(S(=O)(=O)N2CCCCC2)cc1NC(=O)CSc1ccc2c(c1)OCCO2 is listed as Pol iota inh: ?; Anesthetic bind: 3%; BLM inh: -5%; 12-LOX inh: -12%; APE1 inh: -11%; POLB inh: -27%; ERG Ets-DNA blk: 2%; POLK inh: -9%; TRHR agonist: 0.0

Compound activity: PubChem, National Center for Advancing Translational Sciences (NCATS)

Not all compounds are listed; rates above refer to the full screens.
